MOR-DOR ag: agonists of human mu-delta opioid receptor heterodimerization; P35372+P41143; AID 504326; actives 0.3% (n = 340,000); cells, OPRM1-OPRD1 heterodimerization, luminescence; activation, % at 9.3 µM; in the data active = activation above about 18%;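 note: 0% = vehicle-treated cells and 100% = reference agonist; values of inactives mirror those of a sister screen read the other way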
Tat export inh: inhibitors of E. coli Tat protein transport | E. coli MC4100 TorA-mCherry Tat export, fluorescence | inhibition, % at 10 µM | actives 0.036% (n = 340,000);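 active = mean replicate inhibition at least 50% and at least half of replicates individually reaching 50%; inconclusive = only one of the two criteria met; inactive = neither criterion met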;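 note: exported cargo escapes ClpAP degradation while cytoplasmic cargo is degraded and loses fluorescence; 0% = median of neutral control wells and 100% = median of NaSCN control wells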
Pemphigus Ab inh: blocks pemphigus antibody binding to human desmoglein-3; P32926; DSG3-coupled beads, scFv-anti-DSG3-GFP binding, flow cytometry; hits give low values; binding (percent of control), % at 10 µM; actives 0.48% (n = 310,000); AID 588358;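 active = binding more than 3 SD below its plate's average and above zero; inconclusive = below that plate limit but binding exactly zero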;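 note: hits lower antibody fragment binding to DSG3; some compounds called inactive have numbers as strong as hits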
Target sequence (P32926 whole entry, looked up, the tested form may be a part): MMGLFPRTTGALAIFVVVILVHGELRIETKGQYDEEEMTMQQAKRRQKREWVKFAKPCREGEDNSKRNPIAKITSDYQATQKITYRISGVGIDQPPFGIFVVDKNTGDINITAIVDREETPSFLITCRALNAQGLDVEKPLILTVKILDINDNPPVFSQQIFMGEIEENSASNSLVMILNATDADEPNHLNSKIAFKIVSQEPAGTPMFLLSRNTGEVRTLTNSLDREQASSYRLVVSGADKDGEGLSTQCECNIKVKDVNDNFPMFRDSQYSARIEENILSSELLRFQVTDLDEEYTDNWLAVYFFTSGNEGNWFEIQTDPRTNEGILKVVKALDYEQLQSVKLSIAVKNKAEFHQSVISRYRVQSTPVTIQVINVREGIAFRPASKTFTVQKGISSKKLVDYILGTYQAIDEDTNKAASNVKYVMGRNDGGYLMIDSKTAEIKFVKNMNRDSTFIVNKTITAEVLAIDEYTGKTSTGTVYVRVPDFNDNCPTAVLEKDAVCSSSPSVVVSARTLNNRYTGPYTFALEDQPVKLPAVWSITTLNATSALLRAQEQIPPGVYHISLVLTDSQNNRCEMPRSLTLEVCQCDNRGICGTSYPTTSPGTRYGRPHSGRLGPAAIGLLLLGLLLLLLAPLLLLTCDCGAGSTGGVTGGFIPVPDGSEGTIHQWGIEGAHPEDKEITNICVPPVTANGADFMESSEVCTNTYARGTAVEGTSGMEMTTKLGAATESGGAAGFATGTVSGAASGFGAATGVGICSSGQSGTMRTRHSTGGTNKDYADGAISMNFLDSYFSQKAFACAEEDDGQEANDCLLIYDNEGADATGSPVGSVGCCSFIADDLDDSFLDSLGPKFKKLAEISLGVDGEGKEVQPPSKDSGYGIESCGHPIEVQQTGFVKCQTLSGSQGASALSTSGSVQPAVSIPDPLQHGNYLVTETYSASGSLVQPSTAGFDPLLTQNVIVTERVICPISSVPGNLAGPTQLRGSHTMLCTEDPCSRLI
PKA-R1A act: PKA-R1A complex activation; activation, % at 11.4 µM; actives 0.083% (n = 340,000); PKA-R1A dissociation, Cy5-IP20 fluorescence polarization; scaled: DMSO 0%, 113 µM cGMP 100%; P00514+P68181;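 active = percent activation above the mean of all tested compounds plus 3 SD, cut at about 19% in these data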;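 note: higher means more PKAc released from R1A so a rise in polarization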
OPRM1-OPRD1 inv: inverse agonist of human OPRM1-OPRD1 heterodimerization; inhibition, % at 9.3 µM; actives 0.21% (n = 340,000); P35372+P41143; cell-based MOR-DOR heterodimer luminescence, inverse agonism; in the data active = inhibition above about 22%, passing the limit was not always enough;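 note: 0% = cells with DMSO and 100% = wells without cells with DMSO; values of inactives mirror those of a sister screen read the other way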
Mot1-301 SUMO: blocks SUMOylation pathway, rescuing yeast Mot1-301 growth; S. cerevisiae Mot1-301 growth rescue, ATP luminescence, 38.5C; percent above DMSO median, 100 means doubled; growth rescue, % at 18.8 µM; actives 1% (n = 320,000);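 active = every valid replicate shows activation above 250% relative to neutral control wells; inactive = the rest, any valid replicate at or below 250%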;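 note: OY570 slx delta 5 strain wells were the positive control but not used for scaling; some compounds called inactive have numbers as strong as hits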
Ecoli viability: bacterial growth inhibition, counter-screen for AddAB inhibitors; E. coli V3065 growth, OD600 absorbance, 18 h; inhibition, % at 11.9 µM; actives 0.27% (n = 330,000);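 active = inhibition above the campaign's mean inhibition across all tested compounds plus 3 SD, cut at about 9.9% in these data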;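 note: uninfected addAB+ strain grown without phage in ampicillin broth; 0% = DMSO wells and 100% = ciprofloxacin 0.95 µg/ml wells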
Arrestin-AP2 inh: inhibitors of human beta-arrestin and AP2 interaction; inhibition, % at 10 µM; AID 504490; FITC-arrestin peptide / GST-AP2 beads, flow cytometry; AP2 beta2 appendage carries R879A mutation; actives 0.31% (n = 340,000);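 active = inhibition above a set limit, near 3 SD of compounds lacking own fluorescence, cut at about 54% in these data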;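 note: plate controls were DMSO wells for no effect and 5 µM unlabelled arrestin peptide for full effect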
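Assay system: GST-AP2 R879A bound to glutathione beads, E. coli-expressed; Medium: PBS with 0.05% Tween 20 and 0.1% BSA; Also added: fluorescein-tagged arrestin peptide at 50 nM final; Timing: 12 min plus 1 h, RT; Measured by: flow cytometry, FL1 (488/535 nm); Evaluation: percent drop in bead-associated FITC signal.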
AddAB inh: less growth of phage-infected E. coli with AddAB; E. coli expressing H. pylori AddAB, absorbance growth; inhibition, % at 11.9 µM; actives 0.29% (n = 330,000); AID 435030; in the data active = inhibition above about 12%;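 note: 0% = vehicle wells of infected cells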
PfHsp90 set2: growth inhibition of yeast expressing Plasmodium Hsp90 | S. cerevisiae expressing PfHsp90, BacTiter-Glo ATP, 48 h; yeast lacking PDR1 and PDR3 efflux regulators | inhibition, % at 9.4 µM | actives 0.32% (n = 310,000) | AID 504621;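 active = every replicate shows inhibition above about 80%, whatever the replicate mean, limit read from the data; inconclusive = mean inhibition reaches the set limit but some replicate falls short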;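 note: 0% = DMSO neutral controls and 100% = 20 µM radicicol positive controls; yeast relying on Plasmodium falciparum Hsp90 in place of its own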
phage Ecoli inh: E. coli growth loss with phage present. actives 0.26% (n = 360,000). growth absorbance. inhibition, % at 11.9 µM; in the data active = inhibition above about 11%
The depositor's hits bear a star; ? = inconclusive; . = no result given.

Molecule	MOR-DOR ag	Tat export inh	Pemphigus Ab inh	PKA-R1A act	OPRM1-OPRD1 inv	Mot1-301 SUMO	Ecoli viability	Arrestin-AP2 inh	AddAB inh	PfHsp90 set2	phage Ecoli inh
COc1ccc2c(-c3ccc(SC)cc3)c(-c3ccc(S(C)(=O)=O)cc3)sc2c1	-2.7	-2.7	96.2	-2.2	15.0	-7.2	-1.7	16.7	1.2	.	2.3
COc1cc(Br)c(C(C)NC(=O)c2ccccc2)cc1OC (centres undefined)	-1.6	-5.7	104.8	-17.9	9.0	-11.8	-0.1	6.6	0.7	9.0	1.3
CC(=O)c1nnn(-c2ccc(Cl)cc2C#N)c1C	-3.1	2.4	110.5	-10.0	16.5	-3.6	1.6	-5.6	-1.1	2.2	-1.8
O=C(NC1CCN(Cc2ccccc2)CC1)c1ccc(Cn2c(=S)[nH]c3ccc(N4CCOCC4)cc3c2=O)cc1	-0.5	-2.3	74.2	7.3	2.3	-18.7	-1.2	-5.9	0.6	15.0	0.6
COCCN(CC(=O)NC1CCCCC1)C(=O)c1csnn1	1.3	-6.0	97.9	-8.0	-8.0	-3.1	0.1	-8.7	1.3	-22.2	1.3
COc1ccc(CCNC(=O)CNC(=O)c2nn(-c3ccc(OC)c(OC)c3)c(=O)c3ccccc23)cc1OC	0.5	-3.1	87.8	2.7	-3.6	-6.4	0.6	7.2	-0.2	0.8	1.5
CC1CCCCC1NC(=O)COC(=O)COc1ccc(Cl)cc1 (centres undefined)	0.2	-8.7	103.0	-2.6	-1.2	58.6	-2.6	3.5	0.6	-11.1	3.2
COCCn1c(-c2ccsc2)nc2c1c(=O)[nH]c(=O)n2CC(C)C	-2.8	5.6	108.3	5.3	16.5	110.0	-0.1	1.6	4.2	11.8	1.6
CCc1ccc(-n2c(SCC(=O)N3Cc4ccccc4CC3C(=O)O)nnc2-c2ccncc2)cc1 (centres undefined)	-1.9	-0.5	95.8	-4.4	9.9	-23.1	-1.1	6.7	-0.7	-42.8	0.6
CC(C)(C)C(=O)O/N=C(\N)c1ccc(Oc2cc(Cl)cc(Cl)c2)c([N+](=O)[O-])c1	-1.3	-3.6	110.5	-8.6	6.4	354.1	0.2	43.3	0.8	-1.3	-1.8
O=C(CS(=O)(=O)c1ccccc1)Nc1ccc(Cl)cn1	-1.9	-2.3	99.5	3.8	10.5	17.3	1.4	-12.9	4.9	14.3	2.4
COc1ccc(OCC(=O)N2CCCC2=O)c([N+](=O)[O-])c1	-4.1	-4.8	.	3.3	21.3	139.0	0.9	-3.0	-1.4	12.9	4.5
CNC(=S)N(Cc1ccco1)Cc1cc2cc3c(cc2[nH]c1=O)OCCO3	-1.8	-3.5	99.7	-16.6	8.9	-7.6	-2.8	-2.0	0.6	1.0	2.7
Cc1sc2nc(CSCC(=O)NC3(C#N)CCCCC3)[nH]c(=O)c2c1C	-4.2	0.0	94.5	2.3	16.2	-7.3	1.2	-6.6	3.0	-34.7	7.1
CCC(Sc1nc2cc(OC)c(OC)cc2c(=O)n1CCc1ccc(OC)c(OC)c1)C(=O)NCCOC (centres undefined)	-1.1	-13.9	116.1	0.0	5.2	6.7	-0.2	3.1	-1.3	.	2.8
CC1Cc2ccccc2N1C(=O)COC(=O)/C=C/c1cccc(F)c1 (centres undefined)	-1.1	9.7	102.8	-5.2	4.5	10.0	2.5	21.9	0.4	5.9	0.7
Cc1ccc([C@@H]2CC=C(C(=O)O)[C@H](c3ccc(Br)cc3)N2S(=O)(=O)c2ccccc2C)cc1	-1.5	6.8	96.8	0.3	7.2	.	0.5	7.2	2.5	-27.2	0.6
CCOC(=O)c1c(C)[nH]c(C(=O)COC(=O)c2ccccc2NC(=O)c2ccco2)c1C	-2.7	1.6	103.3	-0.1	15.9	-15.3	-6.4	-1.3	-0.7	.	-0.5
NC(=O)c1ccc(NC(=O)COC(=O)C2(c3ccccc3F)CCCC2)cc1	-2.2	-4.6	93.8	-9.8	11.5	-4.0	0.2	6.9	2.1	4.3	2.7
CCCCn1c(N)c(N(CC(C)C)C(=O)c2ccc(OCc3c(C)noc3C)cc2)c(=O)[nH]c1=O	-1.6	-0.3	100.2	-1.8	10.5	-6.8	0.3	-6.0	1.1	-7.5	3.5
C=C1CSc2nc(=O)c3c4c(sc3n21)CCCC4	-3.9	?	95.0	-12.2	19.2	140.4	-1.8	2.4	-2.4	-16.4	5.3
CC(C)N1CCN(C(=O)c2cccc(Cl)c2)CC1	-2.5	6.5	116.1	-0.9	12.1	-9.2	-0.5	-15.1	3.0	-13.5	-1.3
Cc1c(/C=N/NC(=O)COc2ccccc2[N+](=O)[O-])c2ccccc2n1C	-1.5	-6.0	133.8	8.4	9.7	7.6	-1.9	15.5	-0.5	13.4	6.2
CCC(=O)Nc1c(S(=O)(=O)c2ccccc2)c2nc3ccccc3nc2n1Cc1ccccc1	-0.5	3.4	91.0	-5.4	2.6	6.0	-0.9	1.3	2.7	10.5	3.4
CC1(C#CC[N+]2(C)CCCCC2)CCC2C(O1)c1ccccc1OC2(C)C (centres undefined)	0.2	3.7	97.5	-2.0	-0.9	269.1	0.5	9.1	2.3	8.3	3.2
O=C1C=C(c2ccccc2)C[C@@H](c2ccc(Cl)cc2)C1	-0.5	-8.2	99.8	-5.4	2.1	16.2	0.7	-9.2	-0.1	-9.9	2.5
CCOc1ccccc1OCCCOc1ccc(C)cc1Br	1.6	-4.0	92.1	1.5	-7.9	-1.4	0.3	11.7	0.0	8.8	2.1
Cc1cccc(N(C(=O)Cc2cccs2)C(C(=O)NC2CCCC2)c2ccncc2)c1 (centres undefined)	-0.7	-6.2	99.1	8.2	5.6	-10.5	2.0	-0.2	4.6	-25.0	1.7
CC(=O)c1ccc(NC(=O)c2cc(CC(C)C)nc3ccccc23)cc1	2.2	-4.9	110.0	-4.0	-10.8	-17.0	.	15.6	.	4.9	0.6
Cc1ccc(C)c(OCCC(=O)Nc2ccccc2C(=O)NC2CC2)c1	-0.4	17.6	100.7	-8.9	2.0	-10.6	-0.5	0.3	-1.8	.	-0.4
COc1cccc(-c2nc(S(=O)(=O)c3ccccc3)c(N3CCOCC3)o2)c1	-3.8	0.5	91.8	-6.4	22.5	-2.4	-1.4	-3.3	1.6	1.0	-1.2
COc1cc(SC)ccc1C(=O)NCCOc1c(C)cc(C)cc1C	0.9	-2.0	112.1	-8.6	-4.7	-6.2	1.0	-6.5	4.0	3.5	4.4
O=[N+]([O-])c1ccc(O)c(/C=N/n2c(-c3ccccc3)n[nH]c2=S)c1	-1.3	-1.7	108.6	-8.6	6.6	-13.9	-1.5	3.0	-2.0	14.1	-0.5
CC(C)Cc1cc(C(=O)Nc2ccc(Br)cc2)no1	0.9	-1.7	90.5	3.2	-4.7	-9.0	0.1	6.5	1.0	0.8	3.1
Cc1nn(-c2ccc(Cl)nn2)c(=O)c2ccccc12	-2.2	-3.1	117.5	-1.5	10.9	-13.3	-0.9	-17.7	-1.8	.	3.0
COc1cc(/C=C/C(=O)OC(C)C(=O)Nc2c(C)n(C)n(-c3ccccc3)c2=O)ccc1O (centres undefined)	1.4	-2.1	108.2	-8.4	-7.4	0.3	1.2	20.8	-0.9	24.3	2.1
CCCCCc1cc(=O)oc2c(C(CCN3CCCCC3)c3ccc(OC)cc3)c(OC)cc(OC)c12 (centres undefined)	3.3	11.3	109.4	-0.7	-18.3	-13.0	2.5	2.4	2.2	.	5.1
O=c1c2ccccc2nc(-c2ccccc2Cl)n1O	-1.6	-1.5	105.2	-9.8	8.9	-4.6	0.1	30.0	0.9	10.1	3.0
CCOC(=O)C1CCN(C(=O)C2CCN(S(=O)(=O)c3c(C)noc3C)CC2)CC1	-0.1	3.1	101.4	-4.3	0.3	2.1	-1.4	7.2	2.4	5.0	0.3
O=C(CCCN1C(=O)c2ccccc2C1=O)NC1CCCCCC1	-4.5	5.3	100.0	2.9	20.5	-0.9	-1.7	-10.2	2.8	16.4	0.3
CC1(C)Nc2ccc(O)cc2-c2c1ssc2=S	0.3	0.2	97.1	-4.4	-1.6	-19.5	1.4	-2.7	2.0	2.7	-0.2
COc1ccc(C(=O)N2[C@@H](C(C)C)COc3cc(Br)ccc3S2(=O)=O)cc1	1.2	1.1	99.5	-10.9	-5.4	.	.	-8.4	.	-41.0	1.3
CCOc1ccc(Br)cc1S(=O)(=O)NC1=NCCCCC1	0.2	-3.2	128.9	-0.1	-0.9	-3.1	1.0	9.7	0.1	4.9	2.9
COc1cccc(/C=C/C(=O)N2CC(C)OC(C)C2)c1OC (centres undefined)	-2.6	0.4	113.0	-2.5	14.2	-4.2	3.3	-2.0	5.0	25.2	2.0
NNC(=O)C(=O)Nc1ccc(O)cc1	-2.6	-1.1	97.4	-4.1	12.9	7.4	1.6	-7.4	3.6	-6.5	0.5
Cc1nn(CC2CC2)c(=O)n1-c1ccc(F)cc1	0.1	-0.2	116.0	-5.6	-0.6	-3.6	-1.1	-10.7	-2.1	.	-0.1
O=C(NCCN1CCOCC1)c1cccnc1SCc1ccccc1Cl	-1.7	0.3	95.6	2.2	12.2	11.3	-2.5	-1.3	-0.5	-19.3	1.5
O=C1CC(c2ccccc2)CC(O)=C1C=NCCCN1CCOCC1 (centres undefined)	-2.7	-1.2	120.5	-0.8	12.6	6.4	-2.4	7.2	1.1	-20.3	-0.1

Assay outcomes as filed in PubChem BioAssay.
